Bioassay records: PubChem BioAssay, several laboratories
NPY-Y1 PAM-ag: human NPY-Y1 potentiation or agonism, primary screen | P25929 | NPY-Y1 expressing cells, potentiator/agonist activation | activation, % at 3.6 µM | 220,000 tested, 0.37% active; in the data active = activation above about 33%, passing the limit was not always enough;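 also: cells stimulated with NPY at EC10 then isoproterenol at EC100; 0% = low agonist plus stimulus and 100% = saturating agonist plus stimulus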
Target sequence (P25929 whole entry, looked up): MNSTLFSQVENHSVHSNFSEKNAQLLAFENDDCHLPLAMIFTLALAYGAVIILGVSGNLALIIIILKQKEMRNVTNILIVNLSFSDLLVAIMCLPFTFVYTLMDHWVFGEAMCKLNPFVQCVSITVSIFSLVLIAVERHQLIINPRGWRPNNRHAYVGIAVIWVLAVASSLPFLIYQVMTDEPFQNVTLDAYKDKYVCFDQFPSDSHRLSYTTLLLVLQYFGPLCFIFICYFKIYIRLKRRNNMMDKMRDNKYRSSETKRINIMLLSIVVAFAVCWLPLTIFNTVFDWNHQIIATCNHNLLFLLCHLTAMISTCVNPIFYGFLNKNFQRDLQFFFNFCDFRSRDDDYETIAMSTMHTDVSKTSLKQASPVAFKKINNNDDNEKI
RBBP9 inhibitor: human RBBP9 hydrolase inhibition; O75884; recombinant RBBP9, FP-Rh probe fluorescence polarization; inhibition, % at 7.94 µM; 220,000 tested, 0.2% active; AID 1515;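 active = inhibition above the campaign mean of all tested compounds plus 3 SD, cut at about 14% in these data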;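 also: plate controls were DMSO wells with RBBP9 for no effect and wells lacking RBBP9 protein for full effect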
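Material: RBBP9 protein. Amount: RBBP9 at 2.5 µM in dispensed solution, before mixing. Schedule: 30 min then 45 min, 25 °C. Medium: Tris buffer pH 8.0, NaCl, Pluronic. Measured by: fluorescence polarization. Measure: percent inhibition from mP, scaled between DMSO and no-protein wells. Replication: one well per compound.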
Hck Nef HTS: blocks Nef-activated human Hck kinase | Recombinant Hck-YEEI plus Nef, Z-Lyte FRET kinase assay | inhibition, % at 20 µM | 220,000 tested, 0.68% active | AID 463187;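 active = Hck-Nef kinase inhibition above about 50%, limit read from the data; inactive = inhibition below that limit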;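 also: 0% = DMSO with Hck plus Nef and 100% = Hck alone without Nef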
p97 ATPase inh: blocks human p97 ATPase activity; recombinant p97 ATPase, Kinase-Glo ATP luminescence, 3 h; 220,000 tested, 0.42% active; inhibition, % at 8 µM; in the data active = inhibition above about 15%;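 also: 0% = DMSO vehicle and 100% = wells lacking enzyme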
Runt-SMMHC FRET: inhibitors of human RUNX1 Runt domain binding to CBFb-SMMHC. Q01196+Q13951. Cerulean-Runt/Venus-CBFb-SMMHC FRET ratio 530/480, 1 h. inhibition, % at 20 µM. 220,000 tested, 0.74% active. AID 1434;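 active = mean inhibition across duplicate retests at 20 µM reaching about 50%, limit read from the data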;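 also: 0% = DMSO wells and 100% = wells with excess untagged CBFb-SMMHC; inhibitors lower the FRET ratio by blocking Runt binding to CBFb-SMMHC; some results filed as inactive read as strong as hits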
Target sequence (Q01196 whole entry, looked up, the tested form may be a part): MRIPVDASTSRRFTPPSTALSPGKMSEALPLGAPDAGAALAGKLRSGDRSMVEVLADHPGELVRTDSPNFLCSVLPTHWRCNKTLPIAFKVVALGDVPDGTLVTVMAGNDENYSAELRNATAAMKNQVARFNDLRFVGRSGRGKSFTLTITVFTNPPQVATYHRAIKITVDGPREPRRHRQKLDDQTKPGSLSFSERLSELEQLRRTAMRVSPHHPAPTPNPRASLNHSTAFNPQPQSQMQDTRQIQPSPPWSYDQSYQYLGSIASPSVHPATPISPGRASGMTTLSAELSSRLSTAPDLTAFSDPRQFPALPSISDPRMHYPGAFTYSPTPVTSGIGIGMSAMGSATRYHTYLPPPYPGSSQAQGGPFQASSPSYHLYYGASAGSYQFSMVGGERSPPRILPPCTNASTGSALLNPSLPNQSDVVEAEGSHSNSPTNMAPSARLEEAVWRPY
Target sequence (Q13951 whole entry, looked up, the tested form may be a part): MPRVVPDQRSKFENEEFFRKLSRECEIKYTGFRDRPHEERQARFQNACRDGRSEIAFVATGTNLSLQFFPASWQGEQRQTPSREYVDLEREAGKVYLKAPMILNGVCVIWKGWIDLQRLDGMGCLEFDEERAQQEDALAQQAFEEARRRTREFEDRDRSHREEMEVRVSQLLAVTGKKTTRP
Runt-CBFb FRET: inhibitors of human RUNX1 Runt domain binding to CBFb; Q01196+Q13951; Cerulean-Runt/Venus-CBFb FRET ratio 530/480, 1 h; inhibition, % at 20 µM; 220,000 tested, 0.46% active;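 active = inhibition over about 50% at 20 µM in the single-dose screen, limit read from the data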;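 also: 0% = DMSO wells and 100% = excess unlabeled CBFb competitor control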
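test system = Cerulean-Runt domain fusion protein, energy donor | probe or stimulus = Venus-CBFb binding partner, 100 nM | incubation = two 1 h room-temperature incubations shielded from light | detection = fluorescence energy transfer, 422 nm excitation, 530/480 nm emission | measure = loss of energy transfer signal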
Mdm2 ligase inh: inhibitors of human Mdm2 E3 ubiquitin ligase; Q00987; cell-based MDM2 ubiquitination luciferase reporter, 2 h; 0 = plate control, 100 = twice control, blank-subtracted; signal enhancement, % at 5 µM; 210,000 tested, 0.11% active; AID 1230;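 active = signal enhancement of 30% or more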;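 also: luminescence tracks abundance of the self-degrading MDM2-luciferase fusion protein; higher signal means inhibition of MDM2 E3 ligase activity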
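Timing – 2 h compound exposure at 37 °C · Assay system – mammalian cells stably expressing self-ubiquitinating, self-degrading MDM2 E3–luciferase fusion · Amount – 2000 cells seeded into each well · Measure – % luminescence enhancement versus blank-corrected plate control mean · Measured by – SteadyLite luminescence, 15 min reagent step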
NPY-Y1 antag: blocks the human neuropeptide Y Y1 receptor | P25929 | HEK293-CNG Y1 cells, membrane potential fluorescence; NPY at EC95, then isoproterenol | inhibition, % at 3.6 µM | 200,000 tested, 1% active | AID 1040;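 active = inhibition above the campaign mean inhibition of all tested compounds plus 3 SD, cut at about 20% in these data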;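 also: 0% = DMSO wells given NPY plus isoproterenol and 100% = isoproterenol alone without NPY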
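Material: HEK293 cells co-expressing NPY Y1 receptor and cyclic-nucleotide gated channel. Timing: compound incubation 1 h at room temperature, readout 45 min post-stimulation. Signal: fluorescence, membrane potential probe.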
NPY2 pot ag: potentiators or agonists of human neuropeptide Y receptor Y2; 220,000 tested, 0.45% active; cells expressing NPY-Y2, potentiator/agonist read-out; P49146; activation, % at 3.6 µM; in the data active = activation above about 27%;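 also: cells stimulated with NPY near EC25 plus isoproterenol at EC100; 0% = vehicle plus submaximal agonist and 100% = vehicle plus saturating agonist; some results beyond the cut were filed as inactive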
An asterisk follows results filed as active.

How did COc1ccc(Cn2c(C)c(C)c(C#N)c2NC(=O)Nc2ccccc2)cc1 do in these assays?
NPY-Y1 PAM-ag: -3; RBBP9 inhibitor: -11; Hck Nef HTS: -3; p97 ATPase inh: -5; Runt-SMMHC FRET: 6; Runt-CBFb FRET: 4; Mdm2 ligase inh: -3; NPY-Y1 antag: 1; NPY2 pot ag: -1

How did Cc1ccc(NC(=O)c2cc(-c3ccco3)on2)cc1C do in these assays?
NPY-Y1 PAM-ag: -16; RBBP9 inhibitor: -8; Hck Nef HTS: 0; p97 ATPase inh: -1; Runt-SMMHC FRET: -6; Runt-CBFb FRET: -1; Mdm2 ligase inh: -53; NPY-Y1 antag: 5; NPY2 pot ag: 6

How did O=C(Nc1ccc([N+](=O)[O-])cc1)Nc1ccc(N2CCOCC2)c2nonc12 do in these assays?
NPY-Y1 PAM-ag: -2; RBBP9 inhibitor: 3; Hck Nef HTS: 21; p97 ATPase inh: 6; Runt-SMMHC FRET: 2; Runt-CBFb FRET: 6; Mdm2 ligase inh: 3; NPY-Y1 antag: 0; NPY2 pot ag: -1

Results for COc1cc(/C=N/NC(=O)c2ccoc2C)cc(OC)c1O ?
NPY-Y1 PAM-ag: 8; RBBP9 inhibitor: -2; Hck Nef HTS: 4; p97 ATPase inh: 2; Runt-SMMHC FRET: 13; Runt-CBFb FRET: 14; Mdm2 ligase inh: -3; NPY-Y1 antag: 1; NPY2 pot ag: -2

Results for O=C(NCCc1csc(-c2ccccc2)n1)c1ccco1 ?
NPY-Y1 PAM-ag: 3; RBBP9 inhibitor: -3; Hck Nef HTS: 20; p97 ATPase inh: 2; Runt-SMMHC FRET: 2; Runt-CBFb FRET: 0; Mdm2 ligase inh: -7; NPY2 pot ag: 0

Results for COc1cccc(CNC(=O)Cc2csc(Nc3nc(=S)[nH]c4ccccc34)n2)c1 ?
NPY-Y1 PAM-ag: 15; RBBP9 inhibitor: -2; Hck Nef HTS: 37; p97 ATPase inh: 8; Runt-SMMHC FRET: -10; Runt-CBFb FRET: -4; Mdm2 ligase inh: -7; NPY-Y1 antag: 9; NPY2 pot ag: -5

What do the screens show for `O=C(NCCC1=CCCCC1)C(=O)NCC1OCCCN1S(=O)(=O)c1cc(F)ccc1F` (configuration not stated)?
NPY-Y1 PAM-ag: 1; RBBP9 inhibitor: -6; Hck Nef HTS: 16; p97 ATPase inh: 1; Runt-SMMHC FRET: 0; Runt-CBFb FRET: -1; Mdm2 ligase inh: -4; NPY-Y1 antag: 1; NPY2 pot ag: -5

Results for Cc1ccc(-c2nc3cc(Br)cnc3nc2-c2ccc(C)cc2)cc1 ?
NPY-Y1 PAM-ag: 5; RBBP9 inhibitor: -4; Hck Nef HTS: -1; p97 ATPase inh: -1; Runt-SMMHC FRET: 4; Runt-CBFb FRET: 3; Mdm2 ligase inh: -15; NPY-Y1 antag: -3; NPY2 pot ag: -6

How did O=c1cc(/N=C/c2coc3c(ccc4ccccc43)c2=O)[nH]c(=S)[nH]1 do in these assays?
NPY-Y1 PAM-ag: -13; RBBP9 inhibitor: -8; Hck Nef HTS: 15; p97 ATPase inh: 0; Runt-SMMHC FRET: -16; Runt-CBFb FRET: 5; Mdm2 ligase inh: -5; NPY-Y1 antag: 2; NPY2 pot ag: 4

How did CCOC(=O)COc1ccccc1/C=C\[N+](=O)[O-] do in these assays?
NPY-Y1 PAM-ag: -6; RBBP9 inhibitor: -17; Hck Nef HTS: 3; p97 ATPase inh: -3; Runt-SMMHC FRET: 1; Runt-CBFb FRET: 12; Mdm2 ligase inh: -1; NPY-Y1 antag: -2; NPY2 pot ag: -5

Results for O=C(C1CCN(CCCc2ccccc2)CC1)N(CCc1ccccc1)Cc1ccccc1 ?
NPY-Y1 PAM-ag: -52; RBBP9 inhibitor: 2; Hck Nef HTS: 4; p97 ATPase inh: -3; Runt-SMMHC FRET: -3; Runt-CBFb FRET: -3; Mdm2 ligase inh: 3; NPY-Y1 antag: 27*; NPY2 pot ag: 22

How did CCOC(=O)C1=C(C)NC2=C(C(=O)CC(C)(C)C2)C1c1ccc(O)c(OCC)c1 (configuration not stated) do in these assays?
NPY-Y1 PAM-ag: -15; RBBP9 inhibitor: -8; Hck Nef HTS: 6; p97 ATPase inh: -7; Runt-SMMHC FRET: 0; Runt-CBFb FRET: 7; Mdm2 ligase inh: 0; NPY2 pot ag: -40

Results for CCC(=O)NC(=Nc1nc2ccccc2s1)NC(=O)CC ?
NPY-Y1 PAM-ag: 13; RBBP9 inhibitor: 7; Hck Nef HTS: -2; p97 ATPase inh: 7; Runt-SMMHC FRET: -1; Runt-CBFb FRET: 0; Mdm2 ligase inh: -14; NPY-Y1 antag: -1; NPY2 pot ag: 14

Results for Cc1cccc(NC(=O)c2sccc2-n2cccc2)c1C ?
NPY-Y1 PAM-ag: -11; RBBP9 inhibitor: -8; Hck Nef HTS: -3; p97 ATPase inh: -7; Runt-SMMHC FRET: 2; Runt-CBFb FRET: -1; Mdm2 ligase inh: -14; NPY-Y1 antag: 4; NPY2 pot ag: -15

Results for CCOC(=O)C1C(c2cc(OC)c(OC)c(OC)c2)NC(=S)NC1(O)C(F)(F)F (configuration not stated) ?
NPY-Y1 PAM-ag: 15; RBBP9 inhibitor: -5; Hck Nef HTS: 0; p97 ATPase inh: -4; Runt-SMMHC FRET: 4; Runt-CBFb FRET: 1; Mdm2 ligase inh: -21; NPY-Y1 antag: 0; NPY2 pot ag: 0

Results for Brc1ccccc1-c1nnc(CSc2nnc3sc4ccccc4n23)o1 ?
NPY-Y1 PAM-ag: 11; RBBP9 inhibitor: 1; Hck Nef HTS: 0; p97 ATPase inh: 5; Runt-SMMHC FRET: -2; Runt-CBFb FRET: 0; Mdm2 ligase inh: -5; NPY-Y1 antag: -2; NPY2 pot ag: 0

Results for N#Cc1c(C(F)(F)F)cc(-c2cccs2)nc1N1CCCCC1 ?
NPY-Y1 PAM-ag: -22; RBBP9 inhibitor: 5; Hck Nef HTS: -11; p97 ATPase inh: 9; Runt-SMMHC FRET: 82*; Runt-CBFb FRET: 49; Mdm2 ligase inh: -5; NPY2 pot ag: 0

Results for CC(=O)Nc1ccc(N2C(=O)CC(N3CCN(Cc4ccc5c(c4)OCO5)CC3)C2=O)cc1 (configuration not stated) ?
NPY-Y1 PAM-ag: -30; RBBP9 inhibitor: 7; Hck Nef HTS: -12; p97 ATPase inh: 6; Runt-SMMHC FRET: 2; Runt-CBFb FRET: -1; NPY-Y1 antag: 4; NPY2 pot ag: -5

How did CN(C)c1ccc(NC(=O)c2sc(SCC(=O)Nc3ccc(Br)cc3)nc2N)cc1 do in these assays?
NPY-Y1 PAM-ag: -2; RBBP9 inhibitor: -1; Hck Nef HTS: 1; p97 ATPase inh: 2; Runt-SMMHC FRET: -2; Runt-CBFb FRET: 1; Mdm2 ligase inh: -4; NPY-Y1 antag: -3; NPY2 pot ag: 13

What do the screens show for `Cc1ncc([N+](=O)[O-])n1Cc1ccc(F)cc1`?
NPY-Y1 PAM-ag: 8; RBBP9 inhibitor: -1; Hck Nef HTS: 25; p97 ATPase inh: -2; Runt-SMMHC FRET: 0; Runt-CBFb FRET: 2; Mdm2 ligase inh: -10; NPY-Y1 antag: 5; NPY2 pot ag: -11

Results for CCc1cccc(CC)c1N(COC)C(=O)Cn1cnc2ccccc21 ?
NPY-Y1 PAM-ag: -3; RBBP9 inhibitor: -6; Hck Nef HTS: 11; p97 ATPase inh: -7; Runt-SMMHC FRET: -2; Runt-CBFb FRET: -1; Mdm2 ligase inh: -73; NPY2 pot ag: 1

Results for CCCCCSc1nc2c(c(=O)[nH]c(=O)n2C)n1CC ?
NPY-Y1 PAM-ag: 15; RBBP9 inhibitor: 3; Hck Nef HTS: -1; p97 ATPase inh: -7; NPY-Y1 antag: 3; NPY2 pot ag: -7

What do the screens show for `CCCc1cc(N2CCN(c3ccccn3)CC2)n2nc(C)c(-c3ccccc3)c2n1`?
NPY-Y1 PAM-ag: -7; RBBP9 inhibitor: -6; Hck Nef HTS: -2; p97 ATPase inh: -6; Runt-SMMHC FRET: -6; Runt-CBFb FRET: -2; Mdm2 ligase inh: -14; NPY-Y1 antag: -2; NPY2 pot ag: 4

What do the screens show for `COc1ccc(OC)c2sc(NC(=O)C(C)C)nc12`?
NPY-Y1 PAM-ag: 8; RBBP9 inhibitor: -3; Hck Nef HTS: 2; p97 ATPase inh: -7; Runt-SMMHC FRET: -1; Runt-CBFb FRET: 1; Mdm2 ligase inh: -19; NPY-Y1 antag: -1; NPY2 pot ag: -4

What do the screens show for `C=CCNC(=O)c1onc(CSc2cccc(C)c2)c1C(=O)O`?
NPY-Y1 PAM-ag: 18; RBBP9 inhibitor: -2; Hck Nef HTS: 1; p97 ATPase inh: 2; Runt-SMMHC FRET: -1; Runt-CBFb FRET: 1; Mdm2 ligase inh: -14; NPY-Y1 antag: 18; NPY2 pot ag: -35

Results for CC1(C)CC(=O)C2=C(C1)Nc1ccccc1N=C2 ?
NPY-Y1 PAM-ag: 7; RBBP9 inhibitor: -3; Hck Nef HTS: 1; p97 ATPase inh: -6; Runt-SMMHC FRET: 79; Runt-CBFb FRET: -52; Mdm2 ligase inh: -24; NPY-Y1 antag: -1; NPY2 pot ag: -6

How did CN(C)C(=O)[C@@H]1C[C@H]1[C@@H](NC(=O)OCc1ccccc1)c1ccccc1 do in these assays?
NPY-Y1 PAM-ag: -12; RBBP9 inhibitor: -3; Hck Nef HTS: -6; p97 ATPase inh: 8; Runt-SMMHC FRET: -1; Runt-CBFb FRET: -1; NPY-Y1 antag: -1; NPY2 pot ag: 5

Results for Cc1ccccc1C(=O)N(C)Cc1ccccc1 ?
NPY-Y1 PAM-ag: -14; RBBP9 inhibitor: -11; Hck Nef HTS: 1; p97 ATPase inh: 0; Runt-SMMHC FRET: -3; Runt-CBFb FRET: 1; Mdm2 ligase inh: -4; NPY-Y1 antag: 4; NPY2 pot ag: 0

How did S=C(NCCC(c1ccccc1)c1ccccc1)Nc1ccccc1Cl do in these assays?
NPY-Y1 PAM-ag: 1; RBBP9 inhibitor: -12; Hck Nef HTS: 0; p97 ATPase inh: -2; Runt-SMMHC FRET: 2; Runt-CBFb FRET: -3; Mdm2 ligase inh: -9; NPY-Y1 antag: 2; NPY2 pot ag: 3
